IDE act = boosts human insulin-degrading enzyme activity in HEK cells. AID 493087. FAbeta-B cleavage, fluorescence polarization; 0% vehicle, 100% cell-free pure enzyme wells. P14735. activation, % at 5.96 µM. actives 0.073% (n = 340,000);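 active = activation above the mean of all tested compounds plus 3 SD, set per screening campaign, cut at about 17% in these data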
CHRM4 PAM = potentiates acetylcholine response at human M4 receptor; activation, % at 3 µM; CHO-K1 hM4/Gqi5, Fluo-8 calcium fluorescence, ACh EC20; 0% = ACh EC20, 100% = maximal ACh; actives 0.4% (n = 360,000); AID 624126;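 active = activation above its plate's cutoff, the mean activation of sample wells plus 3 SD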; note: some results filed as inactive read as strong as hits
Target sequence (P08173 whole entry, looked up): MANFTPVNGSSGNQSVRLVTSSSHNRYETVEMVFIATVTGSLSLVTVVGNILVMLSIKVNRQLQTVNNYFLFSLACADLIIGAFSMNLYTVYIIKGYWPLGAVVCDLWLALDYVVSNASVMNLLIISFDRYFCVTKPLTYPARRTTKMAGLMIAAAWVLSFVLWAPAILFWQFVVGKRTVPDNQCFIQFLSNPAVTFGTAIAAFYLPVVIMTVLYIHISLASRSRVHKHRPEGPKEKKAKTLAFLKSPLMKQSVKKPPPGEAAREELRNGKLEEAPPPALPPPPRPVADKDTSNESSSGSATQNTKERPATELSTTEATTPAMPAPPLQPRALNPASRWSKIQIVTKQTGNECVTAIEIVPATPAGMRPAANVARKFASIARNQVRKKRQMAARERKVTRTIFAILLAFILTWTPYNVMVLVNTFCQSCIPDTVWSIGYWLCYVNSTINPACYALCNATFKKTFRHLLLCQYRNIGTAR
IDE inh = cellular human IDE inhibition. P14735. HEK cells, FAbetaB cleavage, fluorescence polarization. inhibition, % at 5.59 µM. actives 0.41% (n = 320,000);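 active = percent inhibition above the average of all tested compounds plus 3 SD, set per screening campaign, cut at about 16% in these data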;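 note: IDE supplied by intact live HEK cells; FP after avidin binding of uncleaved biotin substrate so inhibition keeps polarization high; 0% = DMSO wells and 100% = 60 µM reference IDE inhibitor Ii1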
p-CIP stab down = p/CIP protein destabilization; Q05BA5; actives 0.01% (n = 290,000); F442A p/CIP-EGFP cells, EGFP fluorescence, 16 h; AID 1984; decrease of EGFP signal, % at 10 µM;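 active = EGFP signal decrease of at least 30% at 10 µM or well 3 SD below plate mean, unless failing retest; inactive = the rest, including hits failing retest or dose response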; note: some compounds called inactive have numbers as strong as hits; many of its hits are not listed in these tables
GalR3 antagonist = human GalR3 antagonism; O60755; HEK293 GalR3-CNG cAMP membrane potential fluorescence; galR3 body fused to GalR1 C-terminus; inhibition, % at 3 µM; actives 0.44% (n = 360,000); AID 651719;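 active = inhibition above the screen-wide average plus 3 SD, cut at about 13% in these data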;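 note: forskolin and galanin both at EC90 stimulate the cells; cAMP rise reported by CNG channel membrane potential dye signal; 0% = forskolin plus galanin with DMSO and 100% = forskolin alone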
Target sequence (O60755 1-299 limits assumed): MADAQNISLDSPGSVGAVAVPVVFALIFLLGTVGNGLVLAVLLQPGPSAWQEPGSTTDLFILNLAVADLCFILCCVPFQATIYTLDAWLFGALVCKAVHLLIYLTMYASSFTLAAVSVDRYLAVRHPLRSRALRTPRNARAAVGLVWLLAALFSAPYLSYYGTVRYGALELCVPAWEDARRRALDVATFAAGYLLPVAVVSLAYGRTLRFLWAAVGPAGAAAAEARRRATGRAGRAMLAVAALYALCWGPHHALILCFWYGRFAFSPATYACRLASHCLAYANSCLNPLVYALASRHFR
CRFR2-BP ag = CRF-BP/CRF-R2 complex agonism | activation, % at 13.2 µM | AID 588473 | actives 0.46% (n = 350,000) | HEK293 CRF-R2/CRF-BP, calcium dye fluorescence (FLIPR); percent of saturating CRF peptide response;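 active = activation of at least 50%, plus an integration ratio under a set limit after plate pattern correction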;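 note: plate controls were neutral control wells without compound for no effect and CRF at EC100 for full effect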
MEKK3 PB1 HTS = MEKK3-MEK5 PB1 interaction, increase or decrease; Q99759; bead-based flow cytometry, Alexa488-MEK5 binding to MEKK3; actives lie on both sides; 0 = blocked by unlabeled MEK5, 100 = vehicle; binding response (% of control), % at 10 µM; actives 1.4% (n = 290,000); AID 1529;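 active = binding response more than 3 SD above or below the average of its plate-row segment, actives on both sides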;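 note: Alexa488 bead fluorescence after subtracting the streptavidin-only scavenger bead signal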
CRFR2-BP antag = blocks CRF-induced signaling of the CRF-BP/CRF-R2 complex. HEK293 CRF-R2/CRF-BP, CRF-induced calcium fluorescence. inhibition, % at 11.8 µM. actives 0.59% (n = 350,000). AID 588475;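 active = inhibition of the ligand-induced calcium signal above about 50% at the single tested concentration, limit read from the data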
PHOSPHO1 block = inhibitors of human PHOSPHO1 phosphatase; Q8TCT1; recombinant PHOSPHO1, absorbance phosphatase assay; inhibition, % at 13.3 µM; actives 1.1% (n = 290,000); in the data active = inhibition above about 60%
Target sequence (Q8TCT1 whole entry, looked up): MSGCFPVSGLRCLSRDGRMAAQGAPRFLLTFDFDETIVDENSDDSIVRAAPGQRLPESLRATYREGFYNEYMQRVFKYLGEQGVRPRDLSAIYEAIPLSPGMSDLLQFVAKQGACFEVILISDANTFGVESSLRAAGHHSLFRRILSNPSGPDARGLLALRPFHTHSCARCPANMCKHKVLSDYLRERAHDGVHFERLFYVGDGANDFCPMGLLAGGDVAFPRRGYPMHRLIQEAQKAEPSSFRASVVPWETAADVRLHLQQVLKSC
Active calls of the source: *; x = not tested or not shown; [ ] = remark or other dose.

SMILES	IDE act	CHRM4 PAM	IDE inh	p-CIP stab down	GalR3 antagonist	CRFR2-BP ag	MEKK3 PB1 HTS	CRFR2-BP antag	PHOSPHO1 block
CC(=O)OCC(=O)C1(O)CCC2C3CCC4=CC(=O)CCC4(C)C3(Cl)C(O)CC21C (stereo unspecified)	1.8	-1.5	x	x	-3.6	1.4	x	-1.7	x
COc1ccc(OC)c2sc(NC(=O)c3cccc(N4C(=O)CCC4=O)c3)nc12	0.0	6.1	-1.4	-0.1	0.0	-1.6	98.0	9.7	37.6
Cc1ccc(S(=O)(=O)N2CCN(C(=O)C(C)Cn3cncn3)CC2)cc1 (stereo unspecified)	5.2	-6.3	0.9	6.2	-4.5	-0.3	103.0	23.2	-9.0
COC1OC(COCc2ccccc2)C(N)C(OCc2ccccc2)C1OCc1ccccc1 (stereo unspecified)	3.0	-6.3	x	x	-4.7	-0.3	x	-7.8	x
O=C1C2C3C=CC(C3)C2C(=O)N1c1ccc(-c2nc3ccccc3c(=O)o2)cc1 (stereo unspecified)	-1.0	7.7	8.4	-10.3	-1.2	-0.9	100.0	25.2	44.9
COc1ccc(C(CNC(=O)c2oc3c(Cl)cccc3c2C)N2CCCC2)cc1 (stereo unspecified)	7.6	-1.4	4.9	x	-5.3	0.2	x	-20.1	x
COc1ccc(S(=O)(=O)N2CCOCC2)cc1NC(=O)CSc1n[nH]c(C(C)C)n1	6.9	4.0	1.4	-1.3	-0.1	1.9	103.0	3.5	62.9*
NC(=O)C1CCN(C(=O)c2ccccc2SCC(=O)NCC2CCCCC2)CC1	4.1	-3.1	1.8	2.2	-1.8	-0.6	98.0	1.8	5.1
O=C(CC(Cc1ccccc1)C(=O)O)Nc1ccc(Cl)c(Cl)c1 (stereo unspecified)	3.8	8.7	-3.3	0.8	-10.5	6.5	105.0	3.8	9.4
CN1CC(=O)NC1=NC(=O)c1cc(F)c(F)cc1Cl	3.9	6.4	2.9	-0.2	-2.9	-0.9	103.0	6.7	-2.2
CC(C)c1nc(-c2ccccn2)no1	3.6	-9.3	-1.4	-14.3	-4.0	-0.9	101.0	3.8	-9.6
O=C(COc1ccc(S(=O)(=O)N2CCCC2)cc1Cl)NCc1ccco1	2.4	-9.2	-0.7	2.4	-1.4	-0.2	95.0	11.6	-14.2
O=S(=O)(Cc1cc(N2CCOCC2)nc(-c2ccccn2)n1)c1ccccc1	4.3	2.7	-7.3	15.4	-0.6	-0.2	89.0	8.2	20.2
O=C(O)C1CCc2sc3[nH]c(=S)n(-c4ccccc4)c(=O)c3c21 (stereo unspecified)	-4.0	0.2	-1.1	1.6	-1.7	-0.9	105.0	6.0	7.4
COc1ccc2[nH]c(C(=O)O)c(CCC(=O)O)c2c1	2.8	1.2	5.8	4.9	6.6	-0.9	99.0	-0.7	10.0
O=C1c2oc3ccc(F)cc3c(=O)c2C(c2ccc(F)cc2)N1CCCN1CCOCC1 (stereo unspecified)	3.9	-2.3	-7.0	x	-0.2	8.0	99.0	3.0	x
Clc1ccc(COc2ccccc2CNCc2cccnc2)cc1	3.5	-8.4	-2.4	5.3	-2.8	1.7	92.0	-10.2	39.9
COC(=O)NCC(c1cccnc1)N1CCN(c2ccccc2OC)CC1 (stereo unspecified)	2.6	-0.1	2.0	-1.2	-2.2	-0.6	95.0	0.3	21.6
COC(=O)CSCC(=O)Nc1nnc(-c2cccc(C)c2)s1	2.9	-0.2	-3.8	7.0	-5.1	-1.1	108.0	-3.8	-2.4
COc1cc(CNc2ccc(N3CCN(C(C)=O)CC3)cc2)ccc1OCc1ccc(F)cc1	6.6	3.7	-2.5	-11.9	-9.4	2.7	101.0	-52.7	3.6
Cn1c(N)c(C(=O)CSc2nnc(-c3cccs3)n2C2CC2)c(=O)[nH]c1=O	-3.0	2.1	x	x	2.9	0.8	x	-6.8	x
COc1ccccc1N1CCN(C(=O)c2cc(S(=O)(=O)N3CCCCC3)ccc2C)CC1	3.1	-3.4	-1.4	x	2.1	-2.2	x	-7.3	x
COc1ccc(Cc2nnc(NC(=O)Nc3ccccc3)s2)cc1OC	4.7	-0.3	-2.6	-11.8	2.3	-1.0	103.0	9.6	24.2
C=CCNC(=O)/C(=C\c1ccc(OC)cc1)NC(=O)c1ccc([N+](=O)[O-])cc1	1.8	-8.3	9.2	-6.0	0.8	0.0	x	2.4	0.2
O=C(O)c1ccccc1P(=O)(c1ccccc1)c1ccccc1	1.6	-6.3	-2.2	-2.8	-4.3	-1.3	103.0	1.6	26.7

Next part, starting with the last 2 of the part before.
SMILES	IDE act	CHRM4 PAM	IDE inh	p-CIP stab down	GalR3 antagonist	CRFR2-BP ag	MEKK3 PB1 HTS	CRFR2-BP antag	PHOSPHO1 block
C=CCNC(=O)/C(=C\c1ccc(OC)cc1)NC(=O)c1ccc([N+](=O)[O-])cc1	1.8	-8.3	9.2	-6.0	0.8	0.0	x	2.4	0.2
O=C(O)c1ccccc1P(=O)(c1ccccc1)c1ccccc1	1.6	-6.3	-2.2	-2.8	-4.3	-1.3	103.0	1.6	26.7
COC(=O)CCCCCCCCC(O)C[N+]1(C)CCOCC1 (stereo unspecified)	x	-11.7	0.1	-7.1	1.9	1.5	22.0*[inhibitor]	8.5	37.1
CC1=C(C)CC(C(=O)Nc2nc(C)cs2)C(C(=O)O)C1 (stereo unspecified)	6.4	3.8	0.5	-2.2	-1.6	-0.3	103.0	2.6	29.0
O=C(CN1C(=O)NC(c2ccccc2)(c2ccccc2)C1=O)NCc1ccc(F)cc1	2.6	5.9	7.3	x	-5.9	-0.2	x	-4.9	x
CCc1ccc2c(c1)C(=O)C(=O)N2CC(=O)Nc1ccc(NC(=O)c2ccccn2)cc1	4.1	-5.4	0.2	5.7	-4.1	-2.0	107.0	-34.4	24.8
NC(=O)C1CCCNC1 (stereo unspecified)	2.5	-0.2	4.2	0.5	x	-0.1	90.0	13.0	8.5
Cc1ccc(S(=O)(=O)N2CCCCC2)cc1NC(=O)COC(=O)c1cc[n+]([O-])cc1	-2.9	11.2	4.3	-14.2	3.3	0.0	102.0	-0.4	2.6
CCOC(=O)C1(CC2CCCCO2)CCN(Cc2nccn2-c2ccc(OC)cc2)CC1 (stereo unspecified)	8.8	-1.6	0.2	-12.1	-7.6	-2.8	99.0	52.3*	28.2
CN(C)c1ccc(C(=S)N2CCN(c3ccccc3)CC2)cc1	3.0	-4.6	3.8	-6.7	-1.1	-1.3	99.0	28.2	2.8
O=C(CC1N=C(Cc2ccccc2)NNC1=O)N/N=C/c1ccc([N+](=O)[O-])cc1 (stereo unspecified)	5.4	3.7	1.4	-3.1	-0.9	-1.8	95.0	-6.6	14.8
O=C1COc2ccc(C(=O)COC(=O)/C=C/c3cccc(F)c3)cc2N1	2.4	10.6	10.0	3.2	-2.0	0.9	82.0	1.2	7.8
Cc1cc(C)n(C(=O)CNC(=O)c2ccc(Cl)cc2Cl)n1	3.9	-6.2	7.0	9.8	-5.5	0.2	99.0	0.8	16.1
CC(=O)c1c(C)[nH]c(C(=O)N2CCN(C(=O)c3ccco3)CC2)c1C	2.7	-3.7	4.0	-16.2	1.9	14.8	98.0	6.1	28.1
Cc1noc(NC(=O)c2ccc(F)cc2)c1C#N	3.1	6.3	-1.1	5.8	2.2	1.9	114.0	45.6	-6.9
COc1cc2cc(C(c3nnnn3C3CCCC3)N(C)C3CCCCC3)c(=O)[nH]c2cc1OC (stereo unspecified)	-3.9	3.7	-5.8	-5.2	-7.8	-1.4	107.0	28.3	11.6
O=C(N/N=C1\CCCc2ccccc21)c1cccc(Br)c1	-3.1	-4.0	-2.0	-9.9	-5.1	0.6	104.0	-11.8	-10.1
c1ccc(-c2nc3ccccc3[nH]2)cc1	-3.4	-1.0	-0.5	-5.5	x	-1.3	103.0	19.0	30.6
Cc1cccc(OCC(=O)Nc2ccc(C(=O)c3ccc(C(=O)O)cc3)cc2)c1	6.2	-1.8	-0.3	-2.0	-4.0	-1.7	97.0	31.3	46.6
CC(=O)Nc1cc(O)cc(O)c1	7.7	-0.6	2.6	-3.9	0.2	1.6	71.0	-4.7	20.4
CN(C)/C=C/C(=O)c1cnc2n(c1=O)CCS2	5.0	1.0	0.6	5.5	-2.1	4.8	104.0	4.2	57.1
COc1ccccc1OCC(=O)Nc1c2c(nn1-c1ccccc1)CS(=O)(=O)C2	4.6	6.8	-4.5	-16.0	-6.6	-1.0	96.0	9.8	27.0
Cc1ccc(-n2c(-c3ccccc3)n[nH]c2=S)c(C)c1	-9.0	-0.3	-2.2	-11.2	-1.9	3.5	106.0	3.8	-121.8
CCN(Cc1nc2cc(Cl)ccc2c(=O)[nH]1)C(=O)c1cccc(NC(=O)c2cccs2)c1	2.6	-8.9	-0.5	x	-0.7	-1.2	x	-11.1	x
NC(CO)c1cn([C@@H](CCC(=O)O)C(=O)N2CCNCC2)nn1 (stereo partly specified)	21.8*	5.3	1.1	1.9	-1.5	-1.9	98.0	-7.8	34.6
Cc1cc(Cl)ccc1OC(C)C(=O)NC(C)C1CCCO1 (stereo unspecified)	-6.5	9.7	-2.3	-5.1	-1.1	-1.4	104.0	-9.6	32.8
COC(=O)c1ccc2c(c1)N(C)CCS2	4.9	-5.9	8.7	-6.6	-2.4	-1.5	93.0	26.0	4.9

3 compounds from above with just CHRM4 PAM:
Molecule | CHRM4 PAM
c1ccc(-c2nc3ccccc3[nH]2)cc1 | -1.0
Cc1cccc(OCC(=O)Nc2ccc(C(=O)c3ccc(C(=O)O)cc3)cc2)c1 | -1.8
CC(=O)Nc1cc(O)cc(O)c1 | -0.6

Carrying on.
SMILES	IDE act	CHRM4 PAM	IDE inh	p-CIP stab down	GalR3 antagonist	CRFR2-BP ag	MEKK3 PB1 HTS	CRFR2-BP antag	PHOSPHO1 block
COc1cccc(-c2nc(CS(=O)(=O)CC(=O)N3CCN(c4ccccn4)CC3)c(C)o2)c1	5.0	-3.6	1.1	7.3	x	-0.9	104.0	-5.7	10.1
C/C=C\C=C/C(=O)Nc1cccc(C2=NOC3(C2)C[C@@H](C(N)=O)N(C(=O)CCCCC)C3)c1 (stereo partly specified)	0.1	2.8	-1.4	0.8	-2.2	-0.9	93.0	1.1	26.5
Cc1nonc1NC(=O)CSc1nnc(N)s1	-2.6	-1.9	4.2	2.8	-8.4	0.0	102.0	-4.3	6.5
Cc1ccccc1-n1c(SCC(=O)NCC2CCCO2)nnc1-c1ccncc1 (stereo unspecified)	-2.7	1.1	6.8	x	-4.9	-3.1	x	2.7	x
CC(C)(C)c1cc2cccnc2n1Cc1ccccc1	3.1	-13.4	3.5	-5.2	-2.8	-1.5	105.0	1.3	7.2
O=C(CCc1ccccc1)N=C1SC2CS(=O)(=O)CC2N1c1ccccc1F (stereo unspecified)	2.7	-3.8	6.2	-14.9	4.7	1.8	102.0	3.7	24.0
C#CC(=O)CC1(CN(Cc2ccccc2)C(=O)OC(C)(C)C)CCCCC1	-3.1	-17.4	x	x	-3.0	10.4	x	-17.5	x
CCOc1ccc2nc(N3C(=O)CNC3=S)sc2c1	7.4	-19.0	5.4	-1.6	-1.6	0.2	100.0	19.8	12.9
Cc1cc(NC(=O)c2ccc(Cl)cc2)n(CCOC(=O)c2ccc(Cl)cc2)n1	3.9	-5.2	7.8	-7.6	-0.4	-5.0	95.0	0.2	-9.0
Cc1ccc(-c2ccnc3nc(-n4cccc4)nn23)o1	-2.6	-6.8	6.5	3.3	-6.1	-3.3	102.0	0.9	-4.2
CN(CP(=O)(O)CCc1ccccc1)S(C)(=O)=O	3.1	11.7	7.1	-7.2	0.5	-1.1	106.0	1.8	-12.6

High-throughput results from PubChem.
